Compound activity as filed in PubChem.
ERAP1 HTS inh: blocks human ERAP1 aminopeptidase activity | Q9NZ08 | recombinant ERAP1, Leu-AMC fluorescence, 60 min | inhibition, % at 10.7 µM | 340,000 tested, 0.15% active;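 active means mean replicate inhibition of at least 30%, or all replicates individually reaching that 30% level; inactive means mean below 30% and not every replicate reaching it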;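 further: 0% = neutral control wells and 100% = L-leucinethiol positive control wells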
CFTR F508del cor: CFTR F508del correction in bronchial cells; CFBE cells, YFP halide quenching; stimulated with forskolin plus potentiator P3; % fluorescence drop versus neutral controls; activity (quench increase), % at 7.58 µM; 350,000 tested, 0.36% active;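 active means mean added fluorescence quench of at least 8% versus neutral control, with both replicates also reaching 8%; inconclusive means only one of the mean or replicate conditions met; inactive means mean below 8% and not both replicates reaching 8%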;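 further: cells transiently co-express mutant CFTR-F508del with the halide-sensitive YFP; corrector assay measuring rescue of mutant channel to the surface after 24 h compound exposure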
miR-122 sensor: blocks miR-122 activity in Huh7 sensor cells; Huh7 miR-122 Renilla luciferase sensor, 48 h; neutral wells = 0, positive control = 100; activation (reporter increase), % at 12.5 µM; 340,000 tested, 0.3% active; AID 602342;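 active means mean replicate activation score at least 90 and every replicate individually at or above 90; inconclusive means only one of the two criteria met; inactive means neither criterion met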;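 further: higher luciferase means less miR-122 activity so hits act as miR-122 inhibitors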
ERp5 inh: inhibitors of human ERp5 | ERp5 insulin aggregation, absorbance 650 nm, 90 min | inhibition, % at 9.99 µM | 350,000 tested, 0.05% active;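 active means mean replicate inhibition above about 25%, with every replicate also reaching it, limit read from the data, passing the limit was not always enough; inconclusive means only one of those two criteria met; inactive means neither criterion met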
Target sequence (Q15084 whole entry, looked up): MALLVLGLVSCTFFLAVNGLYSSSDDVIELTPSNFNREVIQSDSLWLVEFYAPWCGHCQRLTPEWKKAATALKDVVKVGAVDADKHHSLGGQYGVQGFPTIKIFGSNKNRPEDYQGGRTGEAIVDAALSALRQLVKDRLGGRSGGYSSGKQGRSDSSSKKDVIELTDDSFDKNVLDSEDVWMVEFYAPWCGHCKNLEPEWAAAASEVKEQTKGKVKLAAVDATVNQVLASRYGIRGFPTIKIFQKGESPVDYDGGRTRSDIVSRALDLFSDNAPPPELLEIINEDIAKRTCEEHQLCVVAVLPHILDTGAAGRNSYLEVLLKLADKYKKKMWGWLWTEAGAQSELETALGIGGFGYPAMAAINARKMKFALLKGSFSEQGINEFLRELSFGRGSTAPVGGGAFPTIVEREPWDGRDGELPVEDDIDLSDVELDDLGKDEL
SIRT5 block: sirtuin-5 (human) deacylase inhibition. Q9NXA8. Purified SirT5, succinyl-peptide AMC, trypsin-coupled fluorescence. inhibition, % at 15 µM. 330,000 tested, 1.1% active. AID 652115; in the data active means inhibition above about 15%; inconclusive means no clear call, values can overlap the other calls
Target sequence (Q9NXA8 whole entry, looked up): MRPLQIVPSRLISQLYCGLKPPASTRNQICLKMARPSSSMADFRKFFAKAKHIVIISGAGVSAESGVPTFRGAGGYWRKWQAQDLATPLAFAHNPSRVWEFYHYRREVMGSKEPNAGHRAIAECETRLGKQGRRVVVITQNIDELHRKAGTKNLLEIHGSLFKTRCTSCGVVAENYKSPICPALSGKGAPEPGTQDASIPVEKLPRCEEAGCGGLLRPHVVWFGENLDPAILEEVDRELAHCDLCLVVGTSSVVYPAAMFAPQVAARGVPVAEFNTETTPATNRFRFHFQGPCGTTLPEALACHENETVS
Casp6 inh: caspase-6 (human) enzyme inhibition. P55212. purified caspase-6, Z-VEID-R110 cleavage fluorescence. inhibition, % at 12.5 µM. 350,000 tested, 0.53% active. AID 686996;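 active means mean inhibition across replicates at least about 35%, with every replicate also reaching that limit, limit read from the data; inconclusive means only one of the two criteria met; inactive means neither criterion met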;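 further: 0% = median of neutral control wells and 100% = no fluorescence left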
Target sequence (P55212 24-179 limits assumed): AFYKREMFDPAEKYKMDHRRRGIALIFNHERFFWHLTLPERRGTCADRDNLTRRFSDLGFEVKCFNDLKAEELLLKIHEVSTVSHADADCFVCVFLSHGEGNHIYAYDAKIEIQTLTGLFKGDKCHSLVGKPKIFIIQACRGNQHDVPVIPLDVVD
Target sequence (P55212 194-293 limits assumed): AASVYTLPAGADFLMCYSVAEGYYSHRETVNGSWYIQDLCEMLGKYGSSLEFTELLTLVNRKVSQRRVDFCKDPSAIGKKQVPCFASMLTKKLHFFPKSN
DENV2 CPE rescue: inhibitors of DENV2 cytopathic effect; CPE inhibition, % at 9.99 µM; DENV2-infected cells, cytopathic effect rescue, plate reader; AID 651640; 350,000 tested, 1.7% active; in the data active means CPE inhibition above about 20%, passing the limit was not always enough; inconclusive means no clear call, values can overlap the other calls; tested in BHK-21 cells;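 further: 0% = median of neutral control wells and 100% = median of positive control wells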
An asterisk follows results filed as active; ? = inconclusive; / = not tested or not shown; [ ] = dose if it differs, or a comment. Not a hit list; any-hit rate near 4%.

SMILES | ERAP1 HTS inh | CFTR F508del cor | miR-122 sensor | ERp5 inh | SIRT5 block | Casp6 inh | DENV2 CPE rescue
CCCOc1cccc(C(=O)NC(=S)Nc2ccc(N3CCN(C)CC3)cc2)c1 | -1 | 3.0 | 11 | 1 | -2 | -12 | -6
COCCCNC(=O)C[C@H]1C[C@H](C(=O)N2CCOCC2)[C@@]2(C)c3[nH]c4cc(CCC(=O)N(C)C)ccc4c3CCN2C1=O | 0 | -3.9 | -3 | -6 | 2 | 2 | ?
N#CCc1ccc(NC(=O)c2ccccc2C(=O)Nc2ccc(CC#N)cc2)cc1 | 1 | -0.1 | -24 | -4 | 4 | 8 | -6
CC(=O)c1ccc(S(=O)(=O)NC2CC(=O)N(c3ccc(C)cc3)C2)cc1 (stereo not given) | 3 | 4.7 | / | -5 | -2 | 0 | -1
CCOC(=O)C1=C(O)/C(=C/c2ccc(OCC(=O)O)c(OC)c2)SC1=Nc1ccc(OC)cc1 | 9 | / | 7 | -9 | 4 | 11 | -4
CO[C@@H]1CN(C)C(=O)c2cc(NC(C)=O)ccc2OC[C@H](C)N(C(=O)C2CCOCC2)C[C@H]1C | -2 | 0.3 | / | -5 | / | -2 | -2
CN(Cc1ccc(F)cc1)C(=O)CNC(=O)c1ccc2c(c1)OCO2 | -2 | -1.8 | -2 | 5 | -2 | -1 | 13
CN1C(=O)c2cc(NC(=O)c3cccc(F)c3)ccc2OC[C@@H]2O[C@@H](CC(=O)NCC3CC3)CC[C@H]21 | 3 | -1.2 | / | 8 | -3 | 0 | 0
CO[C@H]1CC[C@@H]2CCOc3ccc(C#N)cc3C(=O)N(C)C[C@@H](c3ccccc3)CC(=O)N(C)C[C@@H]1O2 | 0 | / | / | -3 | -2 | 2 | 18
C[C@H](CO)N1C[C@H](C)[C@H](CN(C)C(=O)NC2CCCC2)Oc2cc(-c3cccnc3)ccc2S1(=O)=O | 0 | 1.2 | -5[16.7 µM] | 10 | 2 | 0 | 2
Cc1cccc(OCC(O)Cn2c(N3CCCCC3)nc3c2c(=O)n(C)c(=O)n3C)c1 (stereo not given) | -1 | -2.5 | -10 | 2 | -4 | -1 | 1
CC(=O)N/C(=N\OCc1ccccc1Cl)c1nonc1NC(C)=O | 1 | 3.1 | -11 | -1 | -2 | 1 | -10
COC(=O)CN1C(=O)[C@H]2[C@@H](/C=C/c3ccccc3)N3C(=O)CN(Cc4ccccc4)C(=O)[C@@]3(C)[C@H]2C1=O | / | 1.4 | -9 | 0 | / | -1 | 50*
CC1CCN(CC(=O)NCc2ccco2)CC1 | 6 | -4.3 | 9 | 1 | -5 | -1 | -4
Cc1ccccc1OCCn1cc(C(=S)N2CCN(C)CC2)c2ccccc21 | 1 | 1.4 | / | -10 | -6 | 1 | -2
O=S(=O)(NCC[C@H]1CC[C@H](NS(=O)(=O)c2cccc(F)c2)[C@H](CO)O1)c1cccc(F)c1 | -2 | -0.1 | / | -1 | 7 | -3 | 1
Cc1c(C(=O)N2CCC(C)CC2)oc2ccc(S(=O)(=O)N3CCC4(CC3)OCCO4)cc12 | -3 | -1.6 | 2 | -7 | -1 | 13 | 0
O=C(Nc1ccccc1N1CCCC1)C1CCN(S(=O)(=O)c2ccccc2)CC1 | -1 | 1.2 | / | 6 | -3 | 0 | 10
C/C(=N/NC(=O)CNC(=O)c1cccnc1)c1ccc(Cl)cc1 | 1 | -0.4 | / | 1 | 2 | 3 | -9
COc1cccc(-n2c(C)cc(/C=C3/C(=N)N4C(=NC3=O)SN=C4S(C)(=O)=O)c2C)c1 | 6 | 2.7 | 10 | 1 | 7 | 43* | ?

10 structures from above, sorted by length of the SMILES, lowest first:
SMILES | ERAP1 HTS inh | CFTR F508del cor | miR-122 sensor | ERp5 inh | SIRT5 block | Casp6 inh | DENV2 CPE rescue
CC1CCN(CC(=O)NCc2ccco2)CC1 | 6 | -4.3 | 9 | 1 | -5 | -1 | -4
O=C(Nc1ccccc1N1CCCC1)C1CCN(S(=O)(=O)c2ccccc2)CC1 | -1 | 1.2 | / | 6 | -3 | 0 | 10
CC(=O)c1ccc(S(=O)(=O)NC2CC(=O)N(c3ccc(C)cc3)C2)cc1 (stereo not given) | 3 | 4.7 | / | -5 | -2 | 0 | -1
Cc1cccc(OCC(O)Cn2c(N3CCCCC3)nc3c2c(=O)n(C)c(=O)n3C)c1 (stereo not given) | -1 | -2.5 | -10 | 2 | -4 | -1 | 1
CCOC(=O)C1=C(O)/C(=C/c2ccc(OCC(=O)O)c(OC)c2)SC1=Nc1ccc(OC)cc1 | 9 | / | 7 | -9 | 4 | 11 | -4
COc1cccc(-n2c(C)cc(/C=C3/C(=N)N4C(=NC3=O)SN=C4S(C)(=O)=O)c2C)c1 | 6 | 2.7 | 10 | 1 | 7 | 43* | ?
CO[C@@H]1CN(C)C(=O)c2cc(NC(C)=O)ccc2OC[C@H](C)N(C(=O)C2CCOCC2)C[C@H]1C | -2 | 0.3 | / | -5 | / | -2 | -2
C[C@H](CO)N1C[C@H](C)[C@H](CN(C)C(=O)NC2CCCC2)Oc2cc(-c3cccnc3)ccc2S1(=O)=O | 0 | 1.2 | -5[16.7 µM] | 10 | 2 | 0 | 2
CN1C(=O)c2cc(NC(=O)c3cccc(F)c3)ccc2OC[C@@H]2O[C@@H](CC(=O)NCC3CC3)CC[C@H]21 | 3 | -1.2 | / | 8 | -3 | 0 | 0
COCCCNC(=O)C[C@H]1C[C@H](C(=O)N2CCOCC2)[C@@]2(C)c3[nH]c4cc(CCC(=O)N(C)C)ccc4c3CCN2C1=O | 0 | -3.9 | -3 | -6 | 2 | 2 | ?

Continuation:
SMILES | ERAP1 HTS inh | CFTR F508del cor | miR-122 sensor | ERp5 inh | SIRT5 block | Casp6 inh | DENV2 CPE rescue
C[C@@H]1CN([C@H](C)CO)C(=O)c2cc(C#Cc3ccc(F)cc3)cnc2O[C@H]1CN(C)Cc1ccccn1 | 1 | -1.0 | -2[16.7 µM] | 0 | -4 | 1 | 1
CCN(CC)C(=O)CC(c1ccc(OC)cc1)c1c(OC)cc(OC)c2ccc(=O)oc12 (stereo not given) | 2 | -0.6 | 10 | -3 | 4 | 0 | -5
CCOC(=O)[C@H]1[C@H]2COc3ccc(C)cc3[C@@H]2N2C(=O)c3cc(OC)c(OC)cc3NC(=O)[C@@]12C | / | 0.5 | / | 3 | / | 1 | ?
COc1ccc(-c2cn(-c3ccc(C)c(C)c3)c(=S)[nH]2)cc1OC | 4 | 2.5 | -1 | 4 | -4 | 1 | 6
[N-]=[N+]=NCc1ccccc1C[C@]1(C(=O)NCC(O)CO)COC(c2ccc(OCCCO)cc2)=N1 (stereo not given in full) | 7 | 1.3 | / | 2 | -2 | 1 | -4
O=S(=O)(NCCC1=CCCCC1)c1ccc(Br)cc1 | 0 | -3.3 | / | 7 | -1 | 4 | 119*
CCOc1ccc(-n2c(C)nc3cc(C(=O)NCc4ccc5c(c4)OCO5)ccc32)cc1 | 2 | / | 5 | 5 | 1 | 3 | 3
C[C@H]1CN([C@@H](C)CO)C(=O)c2cc(NC(=O)Nc3ccccc3)ccc2O[C@@H]1CN(C)C(=O)Nc1ccccc1 | 1 | -1.1 | -8[16.7 µM] | -3 | -7 | 1 | 4
CCS(=O)(=O)c1nc(S(=O)(=O)c2ccc(C)cc2)c(NCCCN(C)C)s1 | -1 | 1.8 | / | -4 | -3 | -8 | 6
CCNc1ccc2c(Cl)cc(=O)oc2c1 | -1 | 0.3 | / | -4 | -3 | 0 | 2
Cc1cc(C)cc(NC(=S)N2CCC(c3nc4ccccc4s3)CC2)c1 | 1 | -0.2 | / | 2 | -16 | 2 | -2
CO[C@H]1CN(C)C(=O)c2cc(NS(=O)(=O)CC(F)(F)F)ccc2OC[C@H](C)N(Cc2ccccn2)C[C@@H]1C | 3 | 0.1 | / | 1 | -1 | -1 | 0
Cc1c2c(nc3nnnn13)CCCC2 | 1 | -2.7 | 5 | -2 | -2 | -2 | -5
Cc1ccc(C(=O)NCC(=O)OCCCOC(=O)CNC(=O)c2ccc(C)c(C)c2)cc1C | -2 | -5.1 | 6 | 2 | -2 | -15 | -3
COc1c(OC)c(O)c2c(=O)cc(-c3c(O)cccc3O)oc2c1OC | / | 2.3 | -2 | 5 | / | 14 | -13
C[C@@H]1CN([C@@H](C)CO)C(=O)c2cc(NS(=O)(=O)c3cn(C)cn3)ccc2O[C@@H]1CN(C)C(=O)Nc1ccccc1 | -3 | -0.7 | -2[16.7 µM] | -1 | 5 | -3 | 6
COc1cccc(CNC(=O)C[C@H]2CC[C@@H]3[C@H](COc4ccc(NS(=O)(=O)c5ccccc5F)cc4C(=O)N3C)O2)c1 | 2 | 0.8 | 28[16.7 µM] | 1 | 0 | 2 | 2
COc1ccc2oc(C(=O)OCC(=O)NC3CCCC3)c(C)c2c1 | -3 | -2.1 | -1 | 3 | -3 | -3 | 6
Cc1ccc(S(=O)(=O)N(C)C[C@H]2Oc3ccc(NC(=O)Nc4ccc(F)cc4)cc3C(=O)N([C@H](C)CO)C[C@H]2C)cc1 | 0 | 0.7 | 55[16.7 µM] | 1 | 0 | -1 | 0
CCOc1ccc(C(c2c(C)[nH][nH]c2=O)c2c(C)[nH][nH]c2=O)cc1OCC | 10 | / | 6 | 3 | 3 | 3 | 0
COc1ccc(/C=C/C(=O)O)cc1S(=O)(=O)N1CCCCC1 | -3 | -3.2 | 11 | 2 | 2 | 4 | /
Cc1cccc(OCC(=O)N(Cc2ccc(C)o2)C2CCS(=O)(=O)C2)c1 (stereo not given) | -2 | -0.7 | / | 6 | 0 | -1 | 4
Cc1cccc(N2C(=O)CC(Sc3nccc(C)n3)C2=O)c1 (stereo not given) | -1 | -4.2 | -4 | -4 | -3 | -1 | -2
O=C(COc1ccccc1)NCC(=O)Nc1ccncc1 | 1 | -0.3 | / | -2 | -3 | 7 | 2
CCOc1ccc(NC(=O)CN(C)C(=O)c2cccc3ccccc23)cc1OCC | 2 | 0.9 | 1 | 0 | 7 | -27 | 2
O=C(c1ccccn1)C1CCCN(Cc2cn[nH]c2-c2cc3ccccc3o2)C1 (stereo not given) | -5 | / | / | 3 | -10 | -3 | 9
CC(Oc1ccc(Br)cc1)C(=O)Nc1ccc(N2CCOCC2)cc1N1CCOCC1 (stereo not given) | 1 | 0.8 | -5 | 2 | -4 | -3 | 5
CCN(CC(=O)Nc1cc(Cl)ccc1-n1cncn1)Cc1nc2ccccc2c(=O)[nH]1 | 1 | 14* | -8 | 4 | -2 | -2 | 31*
CCn1c(SCC(=O)Nc2ccc(F)cc2F)nc2c(c1=O)SCC2 | -2 | 1.2 | / | 2 | 3 | 2 | -10
CO[C@H]1CN(C)C(=O)c2ccc(NC(=O)C3CCC3)cc2OC[C@H](C)N(C(=O)CN(C)C)C[C@@H]1C | 1 | -2.6 | / | -10 | 0 | -2 | -5
CC(C)c1ccc(C(O)c2cnc(C(C)C)n2C)cc1 (stereo not given) | -2 | -1.7 | -15 | -2 | -2 | -2 | 14
CCc1ccc(C)c(OC(=O)c2cncc(Br)c2)c1 | 2 | 4.1 | 3 | -1 | / | -3 | -4
O=c1cnnc(SCc2ccc([N+](=O)[O-])cc2)[nH]1 | 2 | -2.2 | / | 3 | -1 | 3 | 0
CCn1cc(C(=O)N[C@@H](CCSC)C(=O)NCCCOC)c(=O)c2cc3c(cc21)OCO3 | 1 | -1.9 | -10 | 4 | -1 | 1 | -1
C[C@@H]1CN([C@H](C)CO)C(=O)c2cc(NC(=O)Nc3cccc4ccccc34)ccc2O[C@H]1CN(C)Cc1ccc(Cl)c(Cl)c1 | 0 | 2.0 | -3[16.7 µM] | -3 | -3 | -1 | 17
Cc1nn(-c2ccc(Cl)cc2Cl)c(C)c1C(=O)O | 3 | 1.7 | 2 | 4 | 0 | -2 | 0
O=C(Nc1ccccc1C(=O)NC1CCCCC1)c1ccccc1 | -1 | -0.9 | / | 4 | 1 | 0 | 3
C[C@@H]1CN([C@@H](C)CO)C(=O)c2cc(NC(=O)Cc3ccccc3)ccc2O[C@@H](C)CCCCO[C@@H]1CN(C)Cc1ccc2c(c1)OCO2 | / | 2.0 | -4[16.7 µM] | / | / | / | 7
